Apaf-1 inh: inhibitors of human Apaf-1 apoptosome, primary screen, biochemical, DEVD-Rh110 fluorescence, uHTS; reconstituted apoptosome caspase-3 activity; inhibition, % at 20 µM; 330,000 tested, 0.71% active; active = inhibition of at least 40% at 20 µM;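 note: plate controls were DMSO wells for no effect and DEVD-CHO caspase inhibitor wells for full effect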
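Material: cell-free apoptosome with Apaf-1, procaspase-3 and caspase-9; Buffer or medium: Hepes pH 7.5 with detergent and BSA; Reagent: cytochrome c trigger plus (Z-DEVD)2-Rh110 caspase-3 substrate; Times: compound with Apaf-1, dATP, procaspase-3 30 min, then 50 min reaction, room temperature; Technique: Rh110 fluorescence intensity.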
SENP8 block: SENP8 protease inhibitors, primary screen, biochemical, luminescence | purified SENP8, Z-RLRGG-aminoluciferin cleavage | inhibition, % at 10 µM | 330,000 tested, 1.2% active | AID 2540, 2010
Target sequence (Q96LD8 whole entry, looked up): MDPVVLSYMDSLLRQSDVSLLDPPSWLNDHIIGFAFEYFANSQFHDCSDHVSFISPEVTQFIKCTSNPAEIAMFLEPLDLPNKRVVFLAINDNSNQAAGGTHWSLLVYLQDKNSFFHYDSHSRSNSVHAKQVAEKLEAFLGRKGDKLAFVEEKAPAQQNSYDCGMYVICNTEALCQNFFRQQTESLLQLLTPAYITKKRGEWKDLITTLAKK
SENP7 block: SENP7 protease inhibitors, primary screen, biochemical, luminescence, uHTS | recombinant SENP7, Z-RLRGG-aminoluciferin luminescence, 40 min | inhibition, % at 5 µM | 330,000 tested, 1.5% active;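 active = inhibition above about 50% at the single test dose, limit read from the data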;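 note: plate controls were DMSO with enzyme for no effect and no enzyme buffer wells for full effect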
Target sequence (Q9BQF6 706-1050 limits assumed): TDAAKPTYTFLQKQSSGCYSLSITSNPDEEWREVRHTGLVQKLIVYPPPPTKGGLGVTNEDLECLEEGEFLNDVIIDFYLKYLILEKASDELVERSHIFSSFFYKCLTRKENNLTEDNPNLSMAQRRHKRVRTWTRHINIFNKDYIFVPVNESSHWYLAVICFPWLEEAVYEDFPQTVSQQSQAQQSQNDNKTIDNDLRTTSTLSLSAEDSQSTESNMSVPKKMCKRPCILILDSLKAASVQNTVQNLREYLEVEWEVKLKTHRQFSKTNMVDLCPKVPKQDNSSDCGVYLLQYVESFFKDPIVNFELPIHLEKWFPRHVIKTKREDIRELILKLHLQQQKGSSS
697 NFkB inh: inhibitors of PMA/ionomycin-induced NF-kB reporter, 697 cells, primary screen, B-cell NF-kB inhibitor project, cell-based, luminescence, uHTS | 697 B-cell NF-kB luciferase reporter, 16 h | inhibition, % at 4 µM | 330,000 tested, 0.33% active | AID 435022, 2010; in the data active = inhibition above about 35%
HKDC1 inh: HKDC1 hexokinase inhibitors, primary screen, biochemical, fluorescence, uHTS; 340,000 tested, 0.16% active; Q2TB90; recombinant HKDC1, G6PDH/diaphorase resazurin coupled fluorescence; inhibition, % at 20 µM;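 active = inhibition above about 35% when tested at 20 µM, limit read from the data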;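 note: plate controls were DMSO wells with enzyme for no effect and DMSO wells lacking enzyme for full effect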
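test system = in-house recombinant HK5 (HKDC1) enzyme | amount = HKDC1 at 5 µg/mL | control set = DMSO-enzyme wells negative, buffer-substituted wells positive | compound = one dose of 20 µM, 1% DMSO | schedule = reaction time 90 min, room temperature, protected from light | technique = resorufin fluorescence at 613 nm | reagent = glucose with 1 mM ATP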
Jurkat NFkB inh: inhibitors of induced NF-kB luciferase reporter, primary screen, TCR NF-kB activation inhibitor project, cell-based, luminescence, uHTS; 330,000 tested, 0.53% active; inhibition, % at 4 µM; Jurkat, PMA/ionomycin-induced NF-kB luciferase reporter
UBC13 inh: UBC13 polyubiquitin chain formation inhibitors, primary screen, biochemical, TR-FRET, uHTS. inhibition, % at 20 µM. Ubiquitin-conjugating enzyme E2 N (Homo sapiens), P61088. 330,000 tested, 0.47% active. AID 485273, 2010; in the data active = inhibition above about 45%, passing the limit was not always enough
Target sequence (P61088 whole entry, looked up): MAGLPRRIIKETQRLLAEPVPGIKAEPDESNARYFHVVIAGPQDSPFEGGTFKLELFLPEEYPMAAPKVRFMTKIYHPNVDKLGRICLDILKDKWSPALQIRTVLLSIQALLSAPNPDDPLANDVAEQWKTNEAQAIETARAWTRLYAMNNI
Gli-Sufu antag: Gli-Sufu pathway antagonists, primary screen, luciferase luminescence, Sufu-KO-LIGHT cells, uHTS. 340,000 tested, 0.74% active. Sufu-KO-LIGHT fibroblasts, Gli luciferase reporter luminescence. inhibition, % at 5 µM;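 active = inhibition above about 55%, limit read from the data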;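 note: 0% = DMSO-treated cells and 100% = wells with medium but no cells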
The depositor's hits bear a star; · = not tested or not shown. Cut-off read from the data, not from the text of the source, unless noted: active = inhibition above about 50%; inactive = the rest. Hits appear at their usual frequency (roughly 3.6% active in at least one column).

Compound | Apaf-1 inh | SENP8 block | SENP7 block | 697 NFkB inh | HKDC1 inh | Jurkat NFkB inh | UBC13 inh | Gli-Sufu antag
CC(=O)NCCSCCNC(C)=O | 4 | -2 | -4 | -3 | -4 | 6 | -2 | 7
COC(=O)c1nnn(CC(=O)Nc2cccc(OC)c2)c1C(=O)OC | -4 | -5 | 0 | 9 | -1 | 19 | 6 | 3
c1ccc(C2Nc3ccccc3Oc3ccccc32)cc1 (centres undefined) | 14 | -4 | 6 | -1 | 6 | -3 | -2 | -6
CCC(=O)N1CCN(c2ccc(NC(=O)COc3ccc(CC)cc3)cc2)CC1 | 13 | -10 | 1 | -3 | -2 | -9 | -3 | 8
c1ccc(CCNc2ncnc3c2nnn3Cc2ccccc2)cc1 | 6 | -1 | 3 | 5 | 12 | -1 | -2 | -6
CCOc1ccc(-c2cccc(NC(=O)c3cccs3)c2)nn1 | 9 | 5 | 5 | -14 | 1 | -3 | 0 | -28
CCOc1ccccc1N(CC(=O)N1CCCCCC1)S(C)(=O)=O | -1 | 1 | 10 | -1 | 2 | -3 | 8 | -5
COc1ccc(NC(=O)CN(C)C(=O)/C=C/c2cn(-c3ccccc3)nc2-c2ccc(F)cc2)cc1 | 17 | -9 | 4 | 12 | 7 | -13 | -6 | 1
Cc1nc(CCNC(=O)CC2C(=O)NCCN2Cc2ccccc2)sc1C (centres undefined) | 16 | -2 | -5 | -6 | -3 | -2 | -9 | -12
O=C1NN(c2ccc(F)c(Cl)c2)C(=O)/C1=C\c1cccc(OC(=O)c2cccs2)c1 | 13 | 13 | -2 | 8 | 44* | 1 | 10 | 3
Cc1noc(C)c1NC(=O)N(C)C[C@H]1Oc2ccc(NC(=O)Nc3ccc4c(c3)OCO4)cc2C(=O)N([C@H](C)CO)C[C@@H]1C | 3 | 6 | 1 | -8 | 4 | 14 | -5 | -12
O=C(O)c1c2c(nc3ccc(S(=O)(=O)N4CCC(C(=O)NC5CCCCCC5)CC4)cc13)CCCC2 | 11 | -2 | 11 | 8 | 4 | 4 | -16 | 9
CCOC(=O)c1[nH]c2ccc(OC)cc2c1NC(=O)CN1CCSCC1 | 14 | 1 | -1 | -3 | -2 | -6 | 6 | 9
COc1ccc(-c2nn(-c3ccccc3)cc2/C=C/C(=O)OCC(=O)Nc2ccccc2C#N)cc1 | -36 | 8 | -1 | -8 | -3 | -2 | 12 | 11
O=C(/C=C/c1cccc(F)c1)Nc1cc(S(=O)(=O)N2CCOCC2)ccc1N1CCCC1 | 18 | -11 | -8 | 14 | 4 | 0 | -10 | -7
COc1ccc(OC)c(NC(=O)CCCc2ccccc2)c1 | -4 | -8 | 14 | 5 | 1 | -5 | 3 | 1
COc1cccc(-c2cc(C(F)(F)F)n3ncc(C(=O)N4CCc5ccccc5C4)c3n2)c1 | 30 | -11 | -10 | -7 | -6 | -10 | -6 | 17
Cc1cc(NC(=O)CSc2nnc(Nc3ccccc3)s2)no1 | 0 | 3 | 1 | 5 | -3 | 4 | 4 | -21
O=C(CN1C(=O)NC2(CCCCCCC2)C1=O)NCc1ccc2c(c1)OCO2 | 11 | -9 | -5 | -31 | 0 | -19 | -11 | -1
CCCC(=O)Nc1cccc(NC(=O)c2ccc(C)c([N+](=O)[O-])c2)c1 | -8 | -16 | 3 | 26 | -4 | 9 | -6 | -7
CN(Cc1ccccc1)C(=O)CN1C(=O)NC2(CCCCCCC2)C1=O | 5 | 3 | 1 | -9 | -6 | -6 | 0 | 5
Cc1scc(C(=O)Nn2cnnc2)c1-c1ccccc1 | 6 | 0 | -8 | 16 | -7 | 13 | 4 | 3
COc1cc(C)c(Br)cc1S(=O)(=O)NCc1ccncc1 | -1 | -3 | -8 | -33 | -5 | 30 | 1 | 33
Cc1ccc(C)c(S(=O)(=O)N2CCCC2CNC(=O)C(=O)NCc2ccco2)c1 (centres undefined) | 6 | 1 | 7 | -6 | -2 | -4 | -9 | -3

5 successive compounds from above, quoted:
Compound | Apaf-1 inh | SENP8 block | SENP7 block | 697 NFkB inh | HKDC1 inh | Jurkat NFkB inh | UBC13 inh | Gli-Sufu antag
CCCC(=O)Nc1cccc(NC(=O)c2ccc(C)c([N+](=O)[O-])c2)c1 | -8 | -16 | 3 | 26 | -4 | 9 | -6 | -7
CN(Cc1ccccc1)C(=O)CN1C(=O)NC2(CCCCCCC2)C1=O | 5 | 3 | 1 | -9 | -6 | -6 | 0 | 5
Cc1scc(C(=O)Nn2cnnc2)c1-c1ccccc1 | 6 | 0 | -8 | 16 | -7 | 13 | 4 | 3
COc1cc(C)c(Br)cc1S(=O)(=O)NCc1ccncc1 | -1 | -3 | -8 | -33 | -5 | 30 | 1 | 33
Cc1ccc(C)c(S(=O)(=O)N2CCCC2CNC(=O)C(=O)NCc2ccco2)c1 (centres undefined) | 6 | 1 | 7 | -6 | -2 | -4 | -9 | -3

(list continues)
Compound | Apaf-1 inh | SENP8 block | SENP7 block | 697 NFkB inh | HKDC1 inh | Jurkat NFkB inh | UBC13 inh | Gli-Sufu antag
COc1ccc(NC(=O)Cn2nnc(C(=O)NCc3ccccc3)c2N)c(OC)c1 | -7 | -1 | -5 | -1 | -14 | 10 | 5 | -8
Cc1nnc(SCC(=O)Nc2ccc(OC(F)F)c(Cl)c2)n(N)c1=O | -2 | 5 | -7 | 6 | 0 | 5 | 7 | 1
N#Cc1cn(CCOc2ccccc2F)c2ccccc12 | 24 | -12 | -6 | -25 | 1 | -9 | 5 | -15
O=C(Nc1ccc(Cl)cc1C(=O)N1CCCC1)c1cccc([N+](=O)[O-])c1 | -1 | 1 | 2 | -6 | -10 | 9 | 1 | -6
CCCNC(=O)N1CCCC(C(N)=O)C1 (centres undefined) | -7 | -2 | -13 | 18 | 3 | 12 | -11 | -11
O=S(=O)(NC1CC1)c1ccc(F)c(F)c1 | 2 | 9 | 6 | 14 | -4 | -12 | 5 | 8
CN(C)/N=C/c1ccc(/C=N/NC(N)=S)o1 | -17 | 2 | 8 | 10 | -2 | 17 | -18 | 11
Cc1ccc(-c2nnn(CC(=O)N(c3ccccc3)C(C(=O)NC(C)(C)C)c3cccs3)n2)o1 (centres undefined) | -16 | 0 | -1 | 14 | -4 | -4 | 8 | -43
CCc1sc(C(=O)N2CCc3cc(OC)c(OC)cc3C2CC(=O)O)cc1C (centres undefined) | 13 | -5 | -6 | 3 | 2 | -4 | -13 | -3
CC(C)[C@H](NC(=O)c1ccccc1)C(=O)OCC(=O)c1ccc(S(=O)(=O)N2CCCCC2)cc1 | 5 | 14 | -7 | 15 | 2 | 12 | -1 | -13
C=CCn1c(SCC(=O)Nc2ccc(C(=O)OC(C)C)cc2)nnc1-c1cccs1 | -3 | 0 | 5 | 2 | -1 | -7 | 5 | 1
CCOC(=O)N1CCN(C(=O)COc2cccc3c2CCN(Cc2cccc(C)c2)C3=O)CC1 | 8 | -12 | -8 | -18 | 6 | 3 | -7 | 11
COc1ccc(CNC(=O)C(c2ccncc2)N(C(=O)Cc2cccs2)c2ccc(C)cc2)cc1 (centres undefined) | 5 | 8 | 11 | -15 | -2 | -17 | 3 | 5
CC(=O)Nc1ccc(C2(c3ccc(NC(C)=O)cc3)C(=O)Nc3ccccc32)cc1 | -4 | -1 | -8 | 15 | -6 | 0 | 3 | 7
O=C(NC1CCN(C(=O)NCc2ccccc2)CC1)c1ccccc1 | -6 | -3 | 1 | 1 | -6 | 21 | 6 | 5
Clc1ccc(CCNc2ncnc3nc[nH]c23)cc1 | -2 | -11 | -4 | -26 | -4 | 15 | 3 | -6
Cc1nc(=O)c(-c2ccccc2)c(C)n1-c1ccccc1O | -4 | -11 | 10 | 4 | -2 | -18 | -3 | 1
Cc1nc2ncnn2c(C)c1CCC(=O)N1CCc2ccccc2C1 | -1 | 1 | -2 | 22 | -5 | 8 | 7 | 2
CC(C)C(=O)Nc1cccc(C(=O)Nc2nncs2)c1 | 6 | 2 | 3 | -4 | -3 | 5 | 4 | 3
CC(C)(C)c1ccc(COC(=O)Nc2ccc(F)cc2)cc1 | -11 | -5 | -2 | 3 | 1 | -14 | 7 | -7
CN1CCc2c(n(CC(O)CN(CCO)CCO)c3ccccc23)C1=O (centres undefined) | -6 | -3 | -1 | 9 | -9 | -17 | -3 | -5
NC(=O)C1=C[C@H](c2ccc(C(F)(F)F)cc2)C[C@H](OCCCCO)O1 | -2 | -1 | 5 | 3 | 3 | 4 | -6 | 4
O=[N+]([O-])c1cncc([N+](=O)[O-])c1Nc1ccccc1Cl | -5 | 0 | 0 | 3 | -9 | 14 | 0 | 1
CCCCN(CC)CCNC(=O)CN1C(=O)COc2ccc(S(=O)(=O)N3CCCC3)cc21 | 6 | -4 | -4 | -12 | 11 | -16 | -13 | 3
O=c1c(/C=N/O)coc2ccc(Cl)cc12 | -11 | -6 | 6 | 7 | -2 | 12 | 6 | 7
Cc1noc(C)c1CCC(=O)N1CCCC(CCC(=O)NCc2ccccc2F)C1 (centres undefined) | 5 | 1 | 0 | 13 | 12 | -13 | 2 | 0
Cc1cc(C)cc(-n2ncc3c2CCCC3NC(=O)c2ccccc2N2CCOCC2)c1 (centres undefined) | 17 | -9 | 0 | -18 | -4 | 21 | 10 | 22
Cc1ccc(-n2c(CCC(=O)O)ccc2-c2cccs2)cc1C | 17 | -2 | 11 | -64 | 12 | -98 | -8 | -11
Cc1c(-c2nnc(-c3ccc(C(F)(F)F)cc3)o2)cnn1-c1ccccc1 | 6 | -5 | -2 | -26 | -7 | -23 | -8 | 15
CCOC(=O)c1c(-c2ccc(OC)c(OC)c2)csc1NC(=O)C1CCCO1 (centres undefined) | 11 | -2 | -1 | 14 | -2 | 0 | 18 | 0
COC(=O)c1cccc(N(CC(=O)NC2CCCC2)C(=O)CCC(=O)Nc2cc(C)on2)c1 | -2 | -4 | 7 | 7 | 5 | 19 | 3 | -6
CSc1ccc(C(=O)N2CCC(n3nccc3NC(=O)C3CC3)CC2)cc1 | 6 | -4 | 0 | -30 | -4 | -12 | 0 | -24
CSc1nccc(-c2nn(-c3ccc(C)cc3)ccc2=O)n1 | 2 | -1 | 2 | -4 | -6 | 58* | -1 | 2
COc1ccc(N2CCN(C(=O)CNC(=O)c3ccc(Br)o3)CC2)cc1 | -7 | -9 | 9 | 15 | -2 | 12 | 10 | 4
Clc1ccc(CN=C(Nc2ccccc2)NC2CCCCC2)cc1 | 9 | -6 | 5 | -6 | -9 | -14 | 23 | 24
CCOc1ccc(CC(=O)NNC(=S)NC)cc1 | -8 | -3 | 2 | 8 | -6 | 3 | 3 | -29
Cc1ccc(NC(=O)Nc2ccon2)cc1 | -24 | -2 | 11 | 19 | -3 | -37 | 6 | -24
COc1cc(N)c(Cl)cc1C(=O)OCC(=O)N1CCCC1 | 6 | 5 | -13 | -17 | -6 | -26 | -4 | -2
Cc1cccn2c(=O)c(C=NCCO)c(Nc3ccc(Cl)cc3)nc12 | 16 | -1 | -4 | 1 | · | -9 | 26 | ·
O=C(NCCc1ccccc1)C1CCCN(S(=O)(=O)c2cnc[nH]2)C1 (centres undefined) | -2 | -10 | -11 | 0 | -4 | 7 | -9 | 0
COc1cccc(-n2c(=S)sc3c(=O)n(-c4ccccc4OC)c(SCC4OCCO4)nc32)c1 | 11 | -4 | -6 | 23 | -2 | -6 | 3 | 9
